MITF primary = MITF inhibitors, primary screen, biochemical, AlphaScreen, human. Microphthalmia-associated transcription factor (Homo sapiens), O75030. AlphaScreen MITF homodimerization, bead proximity signal. inhibition, % at 2.6 µM. actives 0.91% (n = 650,000). AID 1259374, 2018; in the data active means inhibition above about 50%;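 further: 0% = vehicle wells with protein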
TEAD-YAP block = TEAD-YAP interaction inhibition, primary screen, TEAD-YAP interaction inhibitor project, luminescence, HEK-TIYL cells. TEAD-Gal4/YAP UAS-luciferase luminescence. inhibition, % at 9.12 µM. actives 1.4% (n = 640,000). AID 1259422, 2018; in the data active means inhibition above about 32%;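 further: 0% = median of test compound wells and 100% = reference inhibitor wells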
GPR151 activ = activators of human GPR151, primary screen, cell-based, PathHunter beta-arrestin, luminescence | actives 1% (n = 650,000) | activation, % at 11.2 µM | G-protein coupled receptor 151 (Homo sapiens), Q8TDV0 | AID 1508602, 2020 | PathHunter beta-arrestin GPR151 cells; in the data active means activation above about 4.9%;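 further: 0% = median of compound wells and 100% = cells with positive control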
FBW7 activator = FBW7 E3 ligase activators, primary screen, biochemical, AlphaScreen, human; F-box/WD repeat-containing protein 7 (Homo sapiens), Q969H0; AlphaScreen FBW7–phospho-cyclin E peptide binding, activator screen; normalized activity (activation), % at 26.1 µM; actives 0.13% (n = 650,000); AID 1259310, 2017; in the data active means normalized activity above about 1.9%;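 further: purified mutant Fbw7 with reduced substrate affinity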
Target sequence (Q969H0 whole entry, looked up): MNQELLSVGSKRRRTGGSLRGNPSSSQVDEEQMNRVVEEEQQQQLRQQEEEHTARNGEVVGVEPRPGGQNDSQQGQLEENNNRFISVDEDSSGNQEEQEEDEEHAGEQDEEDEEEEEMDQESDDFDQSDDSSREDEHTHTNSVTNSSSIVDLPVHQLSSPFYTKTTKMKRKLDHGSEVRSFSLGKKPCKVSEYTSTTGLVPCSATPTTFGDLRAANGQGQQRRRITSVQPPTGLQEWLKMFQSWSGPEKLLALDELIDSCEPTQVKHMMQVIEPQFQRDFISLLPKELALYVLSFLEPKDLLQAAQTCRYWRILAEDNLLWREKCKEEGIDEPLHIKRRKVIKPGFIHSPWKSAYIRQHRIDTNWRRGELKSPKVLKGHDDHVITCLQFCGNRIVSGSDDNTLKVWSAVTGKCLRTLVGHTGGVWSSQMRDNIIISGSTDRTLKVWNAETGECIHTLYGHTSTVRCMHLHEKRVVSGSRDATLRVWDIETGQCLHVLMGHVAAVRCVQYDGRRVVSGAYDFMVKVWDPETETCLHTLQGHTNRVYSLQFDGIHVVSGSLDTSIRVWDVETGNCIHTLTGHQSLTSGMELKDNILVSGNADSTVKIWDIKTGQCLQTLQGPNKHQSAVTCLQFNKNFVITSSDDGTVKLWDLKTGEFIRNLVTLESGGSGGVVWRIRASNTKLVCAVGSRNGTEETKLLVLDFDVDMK
* marks the source's active call; other numbers are inactive results; & = joins results of further samples.

Screens in order: MITF primary	TEAD-YAP block	GPR151 activ	FBW7 activator
CCCCN(C)S(=O)(=O)c1ccc2c(c1)CC(C)N2C(=O)CC (configuration not stated)
 : 6.8	-18.1	2.7	0.9
COC(=O)c1c(C)oc2ccc(N(C(=O)c3ccc(Cl)cc3)S(=O)(=O)c3cccc([N+](=O)[O-])c3)cc12
 : 14.4	4.1	-0.3	0.0
CC1CN(c2nc(Nc3cccc(Cl)c3)c3cnn(C)c3n2)CC(C)O1 (configuration not stated)
 : 14.9	-11.9	0.5	0.8
O=C(CN1C(=O)c2ccccc2C1=O)c1ccc(O)cc1O
 : -2.6	-1.4	3.4	-1.1
CCC(C(=O)Nc1c2c(nn1-c1ccc(C)cc1)CSC2)c1ccccc1 (configuration not stated)
 : -6.3	2.5	2.0	-0.1
Cn1nnc(NC(=O)c2ccccc2F)n1
 : 15.2	3.8	-1.9	0.1
O=C(CN1CCOCC1)Nc1sccc1C(=O)c1ccc(Cl)cc1
 : 5.3	-2.8	0.3	-0.3
CCc1ccc(N2CC(C(=O)Nc3c(C)cc(C)cc3C)CC2=O)cc1 (configuration not stated)
 : 20.2	-2.1	-0.8	0.0
Nc1ccc(-c2nc3ccccc3[nH]2)c(N)c1
 : -3.7	-33.2	-8.2	0.0
O=CN1CCn2c3c(c(=O)c4cc(C5CCCCC5)ccc42)CCC31 (configuration not stated)
 : 11.4	-13.5	7.3*	-0.2

Overlap with the part before: four entries; new compounds follow.
Screens in order: MITF primary	TEAD-YAP block	GPR151 activ	FBW7 activator
O=C(CN1CCOCC1)Nc1sccc1C(=O)c1ccc(Cl)cc1
 : 5.3	-2.8	0.3	-0.3
CCc1ccc(N2CC(C(=O)Nc3c(C)cc(C)cc3C)CC2=O)cc1 (configuration not stated)
 : 20.2	-2.1	-0.8	0.0
Nc1ccc(-c2nc3ccccc3[nH]2)c(N)c1
 : -3.7	-33.2	-8.2	0.0
O=CN1CCn2c3c(c(=O)c4cc(C5CCCCC5)ccc42)CCC31 (configuration not stated)
 : 11.4	-13.5	7.3*	-0.2
Cc1nn(C)cc1CN(C)C(=O)CC1C(=O)NCCN1Cc1ccccc1F (configuration not stated)
 : 8.1	-7.3	0.5	0.1
CCOc1cc(C(=O)Nc2nc3c(s2)CN(C)CC3)cc(OCC)c1OCC
 : 2.7	-18.7	2.4	-0.1
N#Cc1cc(NCCO)c([N+](=O)[O-])cc1C#N
 : 11.6	4.6	-0.2	-0.1
Cn1c(SCC(=O)Nc2nc3ccccc3s2)nc2cccnc21
 : -19.5	4.7	-0.1	-0.1
COC(=O)C1=C(C)N(C)C(C)=C(C(=O)OC)C1c1ccc(OC)c(OC)c1
 : 21.1	-1.5	-0.7	0.9
CC(C)Oc1ccc(CNC(=O)C2CCN(C(=O)N3CCOc4ccccc43)CC2)cc1
 : 9.7	14.2	-3.1	0.8
COc1ccc(NC2=Nc3cccc4cccc2c34)cc1OC
 : 5.9	-8.6	1.5	-0.4
CC(=O)N1CCCC(c2nc(C)ncc2-c2cc(C)no2)C1 (configuration not stated)
 : 11.9	-3.1	1.4	-0.1
COCCNC(=O)c1ccc(-c2ccc(OC)cc2)nc1NCC1CC1
 : -3.1	1.5	0.1	-0.1
COc1ccc([N+](=O)[O-])cc1NC(=O)c1cncc(Br)c1
 : 9.6	10.5	0.8	-0.3
O=C1CCCN1c1nc(-c2cccs2)cs1
 : 2.8	-15.3	1.4	-0.1
C[C@@H]1O[C@@H](OC2O[C@@H](COc3cc(O)c4c(=O)cc(-c5ccc(O)cc5)oc4c3)[C@@H](O)[C@@H](O)[C@@H]2O)[C@H](O)[C@H](O)[C@H]1O (some centres not stated)
 : -0.4	-1.2	0.1	0.4
Nc1nnnn1/N=C\c1ccc(N2CCOCC2)cc1
 : -7.7	-23.3	4.2	-0.1
COc1cc2sc(=NC(=O)c3cc(C)on3)n(C)c2cc1OC
 : -16.9	-5.9	0.1	0.0
COC(=O)c1ccc(COC(=O)c2ccc(C)c([N+](=O)[O-])c2)cc1
 : -13.2	-1.1	0.6	-0.2
COc1ccc(CNC(=O)c2cc(OC)cc(OC)c2)cc1
 : -22.2	-9.6	0.7	0.1
COc1ccc(CCNC(=O)Cc2cn(-c3ccc(Nc4cnccn4)nn3)c3ccccc23)cc1
 : 3.4	-4.5	3.4	0.1
COCCOC(=O)n1c(=S)oc2cc([N+](=O)[O-])ccc21
 : 3.0	-9.1	-0.1	0.0
NC(=O)NC(c1ccccc1)c1ccc(Cl)cc1 (configuration not stated)
 : 16.8	6.2	0.8	1.6
CCC(C(=O)NCc1ccc(OC)cc1)n1c(C)c2cnn(-c3ccccc3)c(=O)c2c1C (configuration not stated)
 : 10.2	8.9	0.8	0.2
COC(=O)c1ccc(C(=O)N2CCC(C3(CCc4ccccc4)NC(=O)NC3=O)CC2)cc1 (configuration not stated)
 : 17.8	4.3	-0.9	0.1
COc1cccc(C2C3=C(CCCC3=O)Nc3[nH]n(-c4ccccc4)c(=O)c32)c1 (configuration not stated)
 : 3.9	-14.5	1.5	0.0
CCC(C)OC(=O)CSc1ccccc1[N+](=O)[O-] (configuration not stated)
 : 1.9	12.5	0.3	-0.1
Cc1ccccc1CN(C)C1CCN(C)CC1
 : 14.5	0.7	1.4	0.1
COc1cc(NC(=O)C(Cc2ccccc2)N2Cc3ccccc3C2=O)cc(OC)c1 (configuration not stated)
 : -20.8	-10.3	-0.7	0.3
CC1CC(C)CN(S(=O)(=O)c2ccc(C(=O)Nc3nc4ccc(F)cc4s3)cc2)C1 (configuration not stated)
 : -5.8	10.9	-0.7	-0.1
CCCc1c(O)nc(SCC(=O)NCc2ccco2)[nH]c1=O
 : -1.8	-5.7	2.4	-0.1
Cn1c(=O)[nH]c(=O)c2c1nc(SCC(=O)O)n2Cc1ccc(Cl)cc1
 : -2.4	0.0	-0.1	-0.1
COc1ccccc1-c1cc2nc(C)c(CCC(=O)NCCC(C)C)c(C)n2n1
 : 14.2	-6.3	1.5	0.2
CCSc1nc2c(c(=O)[nH]1)C(c1ccc(F)cc1)C(C(=O)OC)=C(C)N2 (configuration not stated)
 : -2.8	5.2	1.0	-0.1

Additional records.
| molecule | MITF primary | TEAD-YAP block | GPR151 activ | FBW7 activator |
| --- | --- | --- | --- | --- |
| Cc1ccccc1C(=O)Nc1cccc(-c2ccn[nH]2)c1 | 3.7 | -1.2 | 0.4 | -0.1 |
| COC(=O)C1=CN(Cc2ccc(Cl)cc2)C=C(C(=O)OC)C1c1cc(Br)ccc1OC | -1.6 | -5.5 | 3.5 | -0.2 |
| O=C(CSc1ccc(-c2ccc3c(c2)OCO3)nn1)N1CCCC1 | 0.8 | 6.4 | -1.1 | -0.1 |
| CC(C)c1ccc(NC(=O)C2C3C=CC4(O3)C2C(=O)N(C2CCCC(C)C2C)C4C(=O)NC2CCCC(C)C2C)cc1 (configuration not stated) | 0.5 | 9.9 | -0.7 | 0.0 |
| O=C(c1ccccc1)N1N=C(c2c(-c3ccccc3)c3cc(Br)ccc3[nH]c2=O)CC1c1cccc([N+](=O)[O-])c1 (configuration not stated) | 7.3 | 0.5 | -0.3 | 0.0 |
| Cc1ccc(-c2nnc(N3CCNC(=O)C3)c3ccccc23)cc1 | -11.9 | -0.7 | -1.4 | -0.1 |
| S=c1nn[nH]n1-c1ccc2ccccc2c1 | 5.9 | 10.8 | 0.6 | 0.0 |
| Cc1nc(-c2ccc(NS(=O)(=O)c3ccc4ccccc4c3)cc2)cs1 | 10.3 | 3.9 | 0.0 | 0.1 |
| COc1c(Cl)cc(Cl)cc1C=C1c2cc(C(C)=O)ccc2-c2ccc(C(C)=O)cc21 | 12.1 | -33.6 | -0.9 | 0.0 |
| N#C/C(=C/c1ccc(Cl)s1)c1nc2ccccc2[nH]1 | 2.7 | -43.4 | -0.4 | 0.1 |
| COc1ccc(Br)cc1/C=N/N=C1\NC(=O)C(CC(=O)O)S1 (configuration not stated) | 20.5 | 14.1 | -1.2 | 0.7 |
| O=C(N/N=C\c1ccc(I)o1)C1COc2cc3ccccc3cc2O1 (configuration not stated) | 6.3 | 2.1 | -0.9 | 0.0 |
| CCN1CCCC1CNCc1csc(-c2ccc(Cl)cc2)n1 (configuration not stated) | 57.0* | -9.6 | 0.2 | -0.1 |
| COc1ccc(NC(=O)c2cccnc2)cc1[N+](=O)[O-] | -2.2 | -0.9 | -1.5 | -0.1 |
| O=C(CSc1ncn[nH]1)N1CCCCC1 | 0.0 | 7.9 | 1.5 | 0.1 |
| O=C(CSc1ccc(Br)cc1)Nc1cccc(C(=O)O)c1 | -10.3 | 2.2 | -0.6 | 0.1 |
| COc1ccc2nc(SCC(=O)NC(C)C)[nH]c2c1 | 12.1 | 0.6 | 1.3 | 0.1 |
| CCOc1cc(/C=C2/C(=N)N3N=C(C(C)C)SC3=NC2=O)ccc1OCCOc1ccc(OC)cc1 | 3.6 | 12.0 | -0.8 | -0.1 |
| COc1ccc(N/C(=N/c2nc(C)cc(C)n2)NC(=O)c2ccccc2)cc1 | 5.7&-4.4 | -5.1&1.0 | -0.9&-1.5 | 0.0&0.7 |
| O=C1CSC(c2ccc(F)cc2)N1c1ccc(F)cc1F (configuration not stated) | 1.2 | 4.8 | 0.0 | 0.0 |
| Cc1ccc(NC(=O)C2CC2(c2cccc(C)c2)c2cccc(C)c2)cc1 (configuration not stated) | 4.1 | -6.0 | 1.3 | -0.3 |
| CC1CC(N(C(=O)c2ccc(F)cc2)c2ccccc2)c2ccccc2N1C(=O)c1ccc(F)cc1 (configuration not stated) | -1.1 | 8.9 | -1.3 | 0.0 |
| CC(=O)Oc1ccc(N2C(=O)CC(N3CCN(c4ccccc4)CC3)C2=O)cc1 (configuration not stated) | -5.8 | -8.3 | 0.2 | -0.1 |
| CC(C)=CCOc1ccc2c(C)cc(=O)oc2c1 | 6.1 | -67.5 | -1.3 | 0.2 |
| Cc1[nH]n(-c2ccccc2)c(=O)c1C=Nc1cccc(N)c1 | 10.1 | 4.9 | 0.2 | -0.3 |
| Cc1c(NC(=O)c2ncoc2-c2ccc(F)cc2)c(=O)n(-c2ccccc2)n1C | -11.5 | -0.5 | -0.3 | 0.2 |
| CC(=O)C1=C(C)NC(SCC(=O)Nc2nccs2)=C(C#N)C1c1ccccc1Cl (configuration not stated) | 14.1 | 2.6 | 0.5 | -0.1 |
| O=C(Nc1ccc2c(c1)OCO2)Nc1c2ccccc2nc(=O)n1CCc1ccccc1 | 12.7 | -45.1 | -1.0 | 0.0 |
| O=C(COC(=O)c1cccs1)Nc1nc2c(F)c(F)c(F)cc2s1 | 3.0 | -2.4 | 1.8 | 0.1 |
| COC(=O)c1ccc(NC(=O)COc2ccc3ccccc3c2)cc1 | -6.6 | -6.8 | 0.6 | -0.1 |
| Cc1nc2c(ccc3nc(NC(=O)c4ccc([N+](=O)[O-])s4)sc32)s1 | -0.4 | 8.5 | -1.8 | 0.3 |
| Cc1ccc(-c2cc(N)n(S(=O)(=O)c3ccc(F)cc3)n2)cc1 | 11.3 | 12.5 | -0.5 | 0.7 |
| CC1CN(Cn2ncn(C)c2=S)CC(C)O1 (configuration not stated) | -4.0 | -4.0 | 2.6 | 0.1 |
| COc1ccc(-n2nnnc2SCC(=O)Nc2ccc(NC(C)=O)cc2)cc1OC | -0.9 | 6.8 | 1.9 | -0.1 |
| CCn1c(=O)cc(SCC(=O)Nc2ccc(OC)cc2OC)c2ccccc21 | -6.5 | 0.1 | 2.5 | -0.1 |
| COc1ccc(N2CCN(CCCNC(=O)c3csc4c3CCCC4)CC2)cc1 | 8.6 | 6.7 | -0.5 | -0.7 |
| CCCCN(C(=O)NC(=O)Nc1cccc(C(F)(F)F)c1)S(C)(=O)=O | 1.2 | 4.4 | 1.7 | 0.3 |
| CN1CCN(c2ccc(-c3cc(NCCO)ncn3)cc2)CC1 | -12.7 | -21.6 | 2.8 | 0.2 |
| COc1ccc(-c2nn(Cc3ccccn3)c(=O)o2)c2ccccc12 | 0.7 | -2.4 | 0.0 | 0.4 |
| CNS(=O)(=O)c1cccc(C(=O)OCC(=O)N2c3ccccc3NC(=O)C2(C)C)c1 | 9.2 | 6.5 | 0.8 | -0.1 |
| Cc1ccc(C2=N/C(=C\c3ccco3)C(=O)O2)cc1C | 17.7 | 3.4 | -1.2 | 0.1 |
| COCCCn1c(=S)[nH]c2c(sc3ccccc32)c1=O | 7.0 | 1.8 | -1.6 | 0.2 |
| O=C(COC(=O)c1n[nH]c2ccccc12)NC12CC3CC(CC(C3)C1)C2 | 12.7 | -4.0 | 0.8 | 0.2 |
| O=C(CCC1(Cc2cccs2)CCC(=O)N1)NCCCn1cccn1 (configuration not stated) | 4.2 | -9.9 | 0.3 | 0.0 |

No enrichment for hits. About 3.5% of those tested had a hit in this group.
